# Bioassay records (PubChem)
# CHRM1 antagonist – blocks human M1 muscarinic receptor. CHO-K1 hM1, Fluo-8 calcium fluorescence, ACh EC80 antagonist. P11229. inhibition, % at 3 µM. hit rate 1.3% among 360,000;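 active means percent inhibition above its own plate's cutoff, namely the mean of that plate's compound wells plus 3 SD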;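 further: peak over basal fluorescence ratio during 140 s after agonist addition; 0% = ACh EC80 plus DMSO and 100% = DMSO alone without agonist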
# Target sequence (P11229 whole entry, looked up): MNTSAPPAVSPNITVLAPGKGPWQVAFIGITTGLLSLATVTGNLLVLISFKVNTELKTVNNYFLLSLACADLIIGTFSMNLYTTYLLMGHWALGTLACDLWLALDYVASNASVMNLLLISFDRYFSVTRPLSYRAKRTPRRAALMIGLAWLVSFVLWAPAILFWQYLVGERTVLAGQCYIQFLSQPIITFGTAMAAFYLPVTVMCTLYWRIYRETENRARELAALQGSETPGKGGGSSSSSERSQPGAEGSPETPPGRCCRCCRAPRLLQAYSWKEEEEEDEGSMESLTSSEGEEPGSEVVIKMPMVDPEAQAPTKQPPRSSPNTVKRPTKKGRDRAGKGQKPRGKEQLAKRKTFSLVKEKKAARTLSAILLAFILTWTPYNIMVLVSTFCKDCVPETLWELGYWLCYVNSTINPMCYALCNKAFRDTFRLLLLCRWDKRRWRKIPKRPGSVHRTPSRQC
# CHRM1 agonist – agonists of human M1 muscarinic receptor | P11229 | hit rate 0.33% among 360,000 | activation, % at 3 µM | CHO-K1 hM1, Fluo-8 calcium fluorescence, agonist mode; 0% DMSO, 100% acetylcholine EC100;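 active means activation above the run's mean compound activation plus 3 SD, cut at about 16% in these data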;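 further: peak over basal fluorescence ratio within a 140 s kinetic read after compound addition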
# CHRM4 agonist – agonists of human muscarinic M4 receptor (CHRM4) | activation, % at 3 µM | hit rate 0.14% among 360,000 | CHO-K1 hM4/Gqi5, Fluo-8 calcium fluorescence; vehicle 0%, full acetylcholine response 100%;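 active means activation above the run mean over all test wells plus 3 SD, cut at about 32% in these data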;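 further: peak over basal fluorescence ratio per well then scaled between controls; 0% = DMSO wells and 100% = acetylcholine at EC100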
# Target sequence (P08173 whole entry, looked up): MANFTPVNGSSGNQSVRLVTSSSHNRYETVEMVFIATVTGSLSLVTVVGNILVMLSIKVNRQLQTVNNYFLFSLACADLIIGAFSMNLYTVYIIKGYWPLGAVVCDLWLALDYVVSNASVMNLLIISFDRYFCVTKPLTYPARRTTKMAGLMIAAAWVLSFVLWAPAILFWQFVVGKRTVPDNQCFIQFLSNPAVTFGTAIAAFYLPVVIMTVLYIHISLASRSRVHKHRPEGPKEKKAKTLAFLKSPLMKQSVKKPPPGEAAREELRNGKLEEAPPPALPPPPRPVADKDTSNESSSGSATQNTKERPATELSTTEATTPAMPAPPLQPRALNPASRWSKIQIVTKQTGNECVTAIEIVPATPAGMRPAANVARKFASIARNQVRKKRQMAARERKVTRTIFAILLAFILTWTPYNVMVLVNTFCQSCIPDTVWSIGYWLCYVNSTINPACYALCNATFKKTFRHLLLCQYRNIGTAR
# CHO parental Ca – counter-screen for OX1R antagonists: effect in parental CHO cells. AID 463079. inhibition, % at 5.6 µM. hit rate 0.63% among 330,000. parental CHO-K1, ATP-induced calcium, Fluo-8 fluorescence;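 active means inhibition above that plate's mean sample inhibition plus 3 SD, cut at about 26% in these data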;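 further: 0% = ATP-challenged DMSO wells and 100% = DMSO wells without ATP; some compounds past the cut are filed as inactive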
#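 Material: parental CHO cells / Compound: single nominal dose of 5.6 µM per compound / Signal: Fluo-8 fluorescence / Replicates: singlicate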
# CHRM1 PAM – potentiates human M1 receptor response to acetylcholine | P11229 | CHO-K1 hM1, Fluo-8 calcium fluorescence, ACh EC20; 0% = ACh EC20, 100% = maximal ACh | activation, % at 3 µM | hit rate 0.088% among 360,000 | AID 588819; in the data active means activation above about 19%, passing the limit was not always enough
# CHO-K1 Ca ag – M1 agonist counterscreen hit in parental CHO-K1 cells. Fluo-8 calcium fluorescence; scaled to maximal ATP response, vehicle zero. activation, % at 3 µM. hit rate 0.48% among 360,000; in the data active means activation above about 15%;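 further: untransfected CHO-K1 host cells lacking M1 receptor as counterscreen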
# CHO-K1 Ca antag – nonselective inhibitor or artifact in parental CHO-K1 cells; AID 602250; ATP-induced calcium, Fluo-8 fluorescence; hit rate 0.6% among 360,000; inhibition, % at 3 µM;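 active means inhibition above a per-plate cutoff, the plate's mean sample inhibition plus 3 SD, cut at about 24% in these data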;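 further: 0% = DMSO plus EC80 ATP and 100% = DMSO alone without ATP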
# CHRM4 antagonist – antagonists of human muscarinic M4 receptor (CHRM4). CHO-hM4 cells, ACh EC80, Fluo-8 calcium fluorescence. inhibition, % at 3 µM. P08173. hit rate 0.73% among 360,000;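 active means inhibition above its plate's cutoff, the mean inhibition of sample wells plus 3 SD, cut at about 27% in these data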;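 further: 0% = acetylcholine EC80 with DMSO and 100% = DMSO without agonist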
# OXTR potentiator – potentiates the human oxytocin receptor response | AID 2445 | CHO-OTR cells, Fluo-8 calcium fluorescence, potentiator mode; 0% = oxytocin EC15, 100% = EC100 | activation, % at 3 µM | hit rate 0.061% among 320,000;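 active means activation above that plate's cutoff, the mean activation of tested compounds plus 3 SD, cut at about 6.6% in these data, passing the limit was not always enough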;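 further: 100% uses oxytocin at 75 nM as the full agonist control; some results filed as inactive read as strong as hits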
#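 test system = CHO-OTR cells, human receptor | compound = single-point 3.0 µM | schedule = 6 min compound pre-incubation at room temperature, 100 s kinetic read | signal = Fluo-8 no-wash calcium dye fluorescence, excitation 470-495 nm, emission 515-575 nm | repeats = single well per compound, singlicate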
# * hit, by the source's call; · = not tested or not shown.
SMILES,CHRM1 antagonist,CHRM1 agonist,CHRM4 agonist,CHO parental Ca,CHRM1 PAM,CHO-K1 Ca ag,CHO-K1 Ca antag,CHRM4 antagonist,OXTR potentiator
CNC(=S)N/N=C/c1cn(Cc2ccc(C)cc2)c2ccccc12,11,-9,-2,-20,-15,1.0,-17,6,-8
COc1ccccc1-c1noc2ncnc(Nc3ccccc3C)c12,-10,-9,1,-19,8,0.3,-19,5,-5
CCOC(=O)CNC(=O)c1ccc(Br)s1,-6,-3,1,-4,3,-0.1,-9,2,-1
CCCOc1ccc(F)cc1-c1cc(C(=O)NCc2cc(C(F)(F)F)cc(C(F)(F)F)c2)[nH]n1,0,-2,0,·,-3,0.3,-3,-8,·
CC1=C(C(=O)OCc2ccccc2)C(c2ccoc2)C(C#N)=C(N)O1 (stereo not given),-10,-1,2,-16,11,0.5,21,-3,-14
CCc1ccc(N(CC(=O)NCc2ccc(OC)cc2)C(=O)CCC(=O)Nc2ccccn2)cc1,-17,-7,1,-21,2,-0.3,-12,-12,-4
Cn1c(SCc2ccccc2)nnc1-c1c[nH]c2ccccc12,-8,-1,5,-3,0,2.7,-6,-13,-9
CSCC[C@H](NC(=O)C1=NN(c2c(F)c(F)cc(F)c2F)C(=O)CC1)c1nc2ccccc2[nH]1,-27,-4,0,-3,5,0.1,-15,0,-5
O=C(c1ccc(N2CCOCC2)c([N+](=O)[O-])c1)N1CCN(c2ccccc2F)CC1,-20,-2,5,-8,12,0.2,-9,0,-6
Cc1ccc(NC(=O)/C(=C\c2cccs2)NC(=O)c2ccccc2)cc1,0,-4,3,-12,-1,0.8,2,-1,-1
O=C1c2ccccc2CC1Sc1nnc(-c2ccccn2)o1 (stereo not given),-14,-1,1,·,15,0.0,-8,-8,·
O=C1c2ccc([N+](=O)[O-])cc2C(=O)N1c1c[nH]c(=O)[nH]c1=O,-7,-2,3,-3,6,0.4,-3,0,0
COCCNC(=O)C1CCN(S(=O)(=O)N2CCC3(CC2)OCCO3)CC1,-17,-1,0,-4,2,0.1,-18,0,-4
CCn1c2ccccc2c2nnc(SCC(=O)c3c(N)n(C)c(=O)n(C)c3=O)nc21,-8,-3,2,-4,6,0.6,3,-3,-17
CCOP(=O)(OCC)C(Nc1cccc(C(F)(F)F)c1)c1ccc(F)cc1 (stereo not given),0,-8,0,-12,-2,0.1,-8,-3,1
COc1ccc(CN2CCN(CC=C(C)C)C(CCO)C2)cc1Cn1cccn1 (stereo not given),-3,-10,1,-15,4,5.7,5,3,-12
CCCNC(=O)C1(C)CCCN(C(=O)c2ccc(F)c(Cl)c2)C1 (stereo not given),-12,-2,0,·,4,0.5,-7,-9,·
CNC(=O)C1CCC(=O)N1Cc1ccc(C)cc1 (stereo not given),-1,-1,0,-17,4,0.1,-7,5,2
O=C(NCc1cccnc1)C(=O)Nc1ccc2c(c1)OCO2,-12,-5,1,-6,7,1.6,-15,2,-11
CC(=O)c1cccc(NC(=O)C(C)OC(=O)c2ccc(-n3cnnn3)cc2)c1 (stereo not given),15,-2,2,·,-8,1.4,-8,6,·
Cc1ccc(OCC(=O)NNC(=O)CCc2ccccc2)cc1,-6,-3,0,-4,4,-0.1,-9,11,-5
Cc1cccc(S(=O)(=O)NC(Cc2c[nH]c3ccccc23)C(=O)O)c1 (stereo not given),3,-5,1,6,-3,-0.1,-7,-3,0
O=C(CCN=C1NS(=O)(=O)c2ccccc21)OCC(=O)c1ccccc1Cl,5,0,4,-9,3,1.1,12,-2,-3
Cn1c(SCC(=O)NCc2ccco2)nnc1-c1ccc(S(=O)(=O)N2CCOCC2)cc1,7,-7,0,13,-2,2.8,2,4,-4
CCc1ccc(NC(=O)c2cnc(N3CCN(c4ccccn4)CC3)c3ccccc23)cc1,22,-6,17,-5,-15,4.8,-4,3,-4

# Other records.
SMILES,CHRM1 antagonist,CHRM1 agonist,CHRM4 agonist,CHO parental Ca,CHRM1 PAM,CHO-K1 Ca ag,CHO-K1 Ca antag,CHRM4 antagonist,OXTR potentiator
Cc1ccc(Cc2cnc(NC(=O)/C(C#N)=C/c3ccc(-c4ccccc4[N+](=O)[O-])o3)s2)cc1,-8,-2,1,3,1,-0.2,-4,7,-16
O=C(NCCc1ccccc1)c1cnc(Cl)c(Cl)c1,-3,0,4,-18,6,1.6,5,-13,5
CCCCSCCCNC(=O)CCCN1C(=O)c2ccccc2Sc2ncccc21,0,-6,4,-17,5,2.5,-5,-2,-6
CN1CCN(c2ccc(CNS(=O)(=O)c3ccc(Cl)cc3)cc2)CC1,3,-5,1,-7,0,0.8,-7,2,-1
CC(C)(C)c1ccc(C(=O)NCCn2c(N)c(C#N)c3nc4ccccc4nc32)cc1,6,-6,8,-11,-6,3.9,1,5,-11
CCOC(=O)C1=C(C)N(C[C@@H]2CC[C@@H](Cc3ccc(-c4ccccc4)cc3)O2)C(=O)NC1c1cccc2ccccc12 (stereo not given in full),-10,3,0,-26,16,0.3,-14,-19,·
Cn1cnnc1Sc1nc([N+](=O)[O-])nn1C,-4,-4,1,-11,8,1.1,-15,-1,-7
O=c1oc2ccc(C#CC3(O)CCCCC3)cc2cc1-n1cc(C2(O)CCCCC2)nn1,4,0,1,-7,-3,1.6,-9,4,-8
Cc1ccc(-c2nnc(SCC(=O)N3CCN(c4ccccc4)CC3)o2)cc1,1,-2,0,-12,7,0.5,-12,3,2
CC1=C(C(=O)OCc2ccccc2)C(c2ccc([N+](=O)[O-])cc2)NC(=O)N1 (stereo not given),-12,-3,2,-15,5,2.2,-11,9,-7
CCOC(=O)c1c(NC(=S)NC(=O)c2ccc(Cn3cc(Cl)cn3)o2)sc2c1CCC(C)C2 (stereo not given),-19,-2,0,-12,2,0.9,-13,-2,-3
CC(C)[C@H](NC(=O)c1ccccc1)C(=O)OCC(=O)NCCC1=CCCCC1,5,-4,2,-29,-3,1.1,0,0,-9
COc1ccc(CCNC(=O)CCCn2c(SCC#N)nc3ccccc3c2=O)cc1OC,7,-4,0,-10,-2,0.5,-6,-1,4
CCOc1ncccc1C(=O)Nc1ccc2c(C)cc(=O)oc2c1,-18,-1,1,1,13,0.2,-4,7,-2
O=C(NCc1ccco1)c1cc2nc(-c3ccc4c(c3)OCO4)cc(C(F)(F)F)n2n1,-1,-1,0,-15,11,-0.4,6,8,-6
O=C1/C(=C\c2cc([N+](=O)[O-])ccc2O)SC(=S)N1Cc1ccc(Cl)cc1,36*,23*,17,62*,-13,6.6,7,30*,-25
CN(C)c1nc(N(C)C)nc(N(C#N)Cc2ccc(Cl)cc2)n1,1,-6,0,-18,-3,0.4,-12,-19,-2
O=C(N/N=C/c1c[nH]c2ccccc12)c1cc(-c2ccc(-c3ccccc3)cc2)n[nH]1,3,0,6,4,8,1.4,-6,9,-3
COc1cc(C(=O)Nc2nnc(CC(C)(C)C)s2)c([N+](=O)[O-])cc1OC,-3,0,1,-15,2,0.4,12,6,-4
S=C(NCCc1ccccn1)Nc1ccc(Cl)c(Cl)c1,-16,-2,5,-6,13,1.6,-7,-4,-9
C=CCn1c(SCC(=O)N2c3ccccc3Sc3ccccc32)nnc1-c1ccco1,-4,-6,0,-18,0,3.6,-5,1,-14
O=C(Cc1ccc(Cl)cc1)NCc1nc(-c2ccccc2)no1,-9,-3,4,-22,9,0.4,-6,2,-1
COc1ccc(Nc2nc(Nc3ccc(OC)cc3)nc(-n3[nH]c(=O)c(C)c3C)n2)cc1,33*,-3,10,-18,-7,2.6,12,28*,0
Fc1ccccc1N1CCN(c2nnnn2-c2ccccc2)CC1,-7,0,1,-11,3,1.1,-2,-7,-2
CCCCc1ccc(-c2nn[nH]n2)nc1,-5,-1,-1,·,7,0.1,-6,-21,·

# Single values from the entries so far:
# CCOC(=O)c1c(NC(=S)NC(=O)c2ccc(Cn3cc(Cl)cn3)o2)sc2c1CCC(C)C2 (stereo not given) in CHO-K1 Ca antag is entered as -13
# O=C(NCCc1ccccc1)c1cnc(Cl)c(Cl)c1 in CHO parental Ca is entered as -18

# More structures.
SMILES,CHRM1 antagonist,CHRM1 agonist,CHRM4 agonist,CHO parental Ca,CHRM1 PAM,CHO-K1 Ca ag,CHO-K1 Ca antag,CHRM4 antagonist,OXTR potentiator
Cn1c2c(sc1=O)CCC2,-18,-1,1,·,7,0.1,-6,-11,·
O=C(CSc1ncnc2ccccc12)Nc1ccc2c(c1)OCO2,-7,-1,3,1,3,1.2,-2,-18,-8
COc1ccc(Cl)cc1/C=C(\C#N)C(N)=O,-8,-1,1,-2,15,0.5,-24,4,-5
COC(=O)CSc1nnc(CNC(=O)c2ccc(S(=O)(=O)N(C)C)cc2)n1C,-7,-9,2,4,11,0.5,-12,3,-2
O=C(Nc1ccncc1)Nc1cccc(Cl)c1,18,5,15,23,-10,14,3,4,-7
O=CNc1cc(-c2cccc(F)c2)cn2c(-c3ccc(F)cc3)cnc12,-2,1,9,·,8,1.1,-2,3,·
COc1ccc(C2CC(c3cccs3)Nc3nnnn32)cc1 (stereo not given),-8,-2,3,-8,10,1.6,-14,-4,-1
Cc1nc(Nc2cccc(O)c2)c2oc3ccccc3c2n1,-12,-6,5,·,8,2.8,-14,-10,·
CCC(=O)NNc1nc2c(F)cccc2s1,-2,-4,1,-2,6,5.4,-3,8,-16
NC(=O)c1ccc(NC(=O)COC(=O)CC(NC(=O)c2ccccc2Cl)c2ccccc2)cc1 (stereo not given),-2,-5,5,-12,-1,1.6,-6,-5,-9
Cc1cccc(NS(=O)(=O)c2ccc3c(c2)NC(=O)CO3)c1C,1,-1,5,-7,7,0.9,-4,-11,8
CC(C)C(N)c1csc(NC(=O)Nc2ccc(OC(F)(F)F)cc2)n1 (stereo not given),9,5,19,·,-3,5.3,2,-2,·
CCc1cc2cc(C)ccc2nc1SCC(=O)N1CC(=O)Nc2ccccc21,7,-3,1,-48,-2,-0.3,-13,6,3
CN(C)S(=O)(=O)c1ccc(NC(=O)COC(=O)c2ccccn2)cc1,-17,-2,2,3,8,0.4,6,2,1
CC1CCCCN1CC(O)COc1ccc(OCC(O)CN2CCCCC2C)cc1 (stereo not given),8,-11,0,7,-13,0.0,8,3,-8
Clc1cccc(Cl)c1-c1nnc2ccc(N3CCOCC3)nn12,-5,-6,-1,-1,1,0.1,-2,6,-8
COc1ccc(-c2c([C@H]3[C@@H]4C=CCC[C@@]4(C)C(=O)N3Cc3ccccc3)ccc3ccccc23)cc1OC,10,-5,0,-20,-3,0.2,-7,7,-8
CS(=O)(=O)N1CCC(NC(=O)Cc2ccccc2)CC1,-3,-4,1,-5,11,-0.3,-24,3,-10
Clc1ccc(-c2cn(-c3nc4ccccc4s3)nn2)cc1,·,·,0,·,·,0.7,-23,2,·
Cc1nc(C)c(C(=O)OCC(=O)Nc2cccc(C)c2C)s1,8,0,2,-11,-3,2.4,-7,9,1
COc1cc(C(=O)NCCOc2ccc(C)c(C)c2)cc(OC)c1OC,-19,1,4,-11,14,1.8,-2,-5,-14
CC(C)Oc1ccc(C2CC(=O)N(c3ccc(N(C)C)cc3)C2=O)cc1 (stereo not given),-6,-2,2,4,3,0.0,-11,-10,-2
CCCCCC1CCC(C(=O)O)CC1 (stereo not given),16,-1,1,-15,-3,0.1,19,2,-5
